High-throughput results deposited in PubChem BioAssay by Icahn School of Medicine at Mount Sinai.
ROC1-CUL1 inh: inhibitors of human ROC1-CUL1 ubiquitin ligase activity; P62877+Q13616; in vitro K48 di-Ub FRET, acceptor:donor ratio, 45 min; inhibition, % at 10 µM; actives 0.6% (n = 140,000); in the data active means inhibition above about 25%
Target sequence (P62877 whole entry, looked up): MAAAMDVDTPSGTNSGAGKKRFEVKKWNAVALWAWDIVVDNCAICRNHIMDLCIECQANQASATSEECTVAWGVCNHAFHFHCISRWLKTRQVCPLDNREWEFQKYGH
Target sequence (Q13616 whole entry, looked up): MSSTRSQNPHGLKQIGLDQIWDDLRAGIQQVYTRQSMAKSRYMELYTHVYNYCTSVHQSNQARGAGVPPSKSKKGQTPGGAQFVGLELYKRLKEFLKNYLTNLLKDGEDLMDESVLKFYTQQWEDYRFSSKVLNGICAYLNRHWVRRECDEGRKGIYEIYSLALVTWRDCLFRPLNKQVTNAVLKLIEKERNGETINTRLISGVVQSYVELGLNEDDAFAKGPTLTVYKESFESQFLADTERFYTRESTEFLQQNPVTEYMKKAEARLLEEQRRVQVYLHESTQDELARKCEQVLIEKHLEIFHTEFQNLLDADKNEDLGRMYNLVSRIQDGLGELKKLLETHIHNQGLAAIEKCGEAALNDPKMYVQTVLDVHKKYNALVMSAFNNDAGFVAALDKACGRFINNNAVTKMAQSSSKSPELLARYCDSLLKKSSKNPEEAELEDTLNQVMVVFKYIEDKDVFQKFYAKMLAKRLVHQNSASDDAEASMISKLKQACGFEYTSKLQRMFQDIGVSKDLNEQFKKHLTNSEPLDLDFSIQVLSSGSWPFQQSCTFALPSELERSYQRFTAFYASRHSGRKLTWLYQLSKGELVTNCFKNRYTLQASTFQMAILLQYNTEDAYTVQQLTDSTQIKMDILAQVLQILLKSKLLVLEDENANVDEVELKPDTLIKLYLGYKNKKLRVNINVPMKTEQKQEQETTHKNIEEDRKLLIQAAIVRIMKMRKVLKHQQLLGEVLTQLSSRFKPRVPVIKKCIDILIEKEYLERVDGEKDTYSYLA
An asterisk follows results filed as active. The list is partial; count on the stated rates, not on these rows.

ROC1-CUL1 inh | canonical_smiles
3 | CCOC(=O)N1CCC(NC(=O)c2ccc3c(c2)N(Cc2ccc(Cl)cc2)C(=O)c2ccccc2S3=O)CC1 (stereo not given)
-8 | Nn1c(SCC(=O)c2cccs2)nc2sc(-c3ccccc3)cc2c1=O
1 | CSC=C(c1ccc(F)cc1)c1ccc(F)cc1
0 | CCC(=O)N1CCc2cc(S(=O)(=O)NCCC(=O)Nc3ccc(N(CC)CC)cc3C)ccc21
1 | CNC(=S)NCCSCc1nc[nH]c1C
-3 | O=S(=O)(NCCCCCNS(=O)(=O)c1ccc(Cl)nc1)c1ccc(Cl)nc1
8 | C/C(CC(=O)N1CCCC1)=N\NC(=O)COc1ccc(Cl)cc1
9 | CCCCC(CC)C(=O)N1CCN(c2ccccn2)CC1 (stereo not given)
3 | CCN1CCN(C(=O)c2ccc(N)cc2C(=O)O)CC1
10 | COc1cccc(-c2noc3c2CN(C(=O)C2=C(C)OCCO2)CC3)c1
0 | CCN1CCN(c2cc(C)c3cc(NC(=O)c4ccccc4F)ccc3n2)CC1
7 | CCc1cc(-c2n[nH]c(=S)n2-c2cccc(C)c2)cs1
-1 | Cc1ccc2[nH]c3c(c2c1)CCCC3NC(N)=O (stereo not given)
6 | O=C(COc1ccc(Br)cc1)NC(=S)Nc1ccc(Oc2ccccc2)cc1
-10 | Cc1ccc(C)c(CN2C(=O)c3ccccc3S(=O)c3ccc(C(=O)N4CCCCC4)cc32)c1 (stereo not given)
1 | C#CCOc1c(Cl)cc(/C=C2\SC(=O)N(CCC)C2=O)cc1OC
6 | O=C(CC=Nc1ccc(F)cc1F)c1ccc(I)cc1
7 | CCCCN(C)C(=O)C1CCCN(C2CCN(c3nc4ccccc4o3)CC2)C1 (stereo not given)
-7 | CCN1C(=O)N=C(Cc2ccc(OCc3cccc(C(=O)O)c3)c(Br)c2)C1=O
0 | Cn1c(NCc2cccc(Cl)c2)nc2ccccc21
7 | Cc1ccc2c(c1)C1(C(=O)N2)C2=C(CCCC2=O)OC(=N)C1C#N (stereo not given)
6 | O=C(Cn1nnnc1CN1CCCCCC1)N1CCCCC1CCN1CCOCC1 (stereo not given)
9 | Cc1nn(C)c(C(=O)NNC(=O)NC2CCCCC2)c1Cl
5 | COc1cc(N(C)C)c([N+](=O)[O-])cc1C(=O)N1CCN(c2ccc([N+](=O)[O-])cc2[N+](=O)[O-])C(C)C1 (stereo not given)
2 | Oc1c(C(Nc2ccc(Cl)cc2)c2ccccn2)ccc2cccnc12 (stereo not given)
4 | CCOc1ccc(OCC)c(N2C(=O)NC(=O)/C(=C\c3ccc(N(C)C)o3)C2=O)c1
8 | CCN1CCc2nc3sc(C(=O)Nc4cccnc4Cl)c(N)c3cc2C1
2 | COc1ccc(NC(=O)CCCN2C(=O)CCn3nc(-c4cn(C)c5ccccc45)cc32)cc1
-14 | Cc1nc2c(c(C)c1CCC(=O)NCc1ccccc1)c(=O)n(C)c(=O)n2C
-4 | C#CCN1N=C(c2ccc(NC(C)=O)cc2)CSC1=O

Next section
ROC1-CUL1 inh | canonical_smiles
-4 | O=c1[nH]cnc2c1sc1ccccc12
5 | CC(O)c1cccc(NC(=O)c2ccccc2Cl)c1 (stereo not given)
-2 | COc1cc(OC)c(NC(=O)Cn2c(=O)c(C(F)(F)F)nc3ccccc32)cc1Cl
2 | O=C(c1ccc(CSc2nc3ccncc3n2Cc2cccc(F)c2)cc1)N1CCCCCC1
-1 | O=C1c2ccc(Oc3ccc4c(c3)C(=O)N(CC3CCCO3)C4=O)cc2C(=O)N1CC1CCCO1 (stereo not given)
-9 | C[n+]1c(-c2sc(-c3ccccc3)cc2-c2ccccc2)ccc2ccccc21
1 | COc1ccccc1NC(=O)Cn1c(SCC(=O)N(C)c2ccccc2)nc2ccccc21
0 | CCOc1cc[n+](CC)c(-c2ccccc2)n1
7 | COC(=O)Cc1ccc(NC(=S)N2CCN(C)CC2)cc1
-5 | CCOc1ccc(CCNC(=O)c2ccc3c(Cl)c4c(nc3c2)CCCC4)cc1
4 | O=C(Nc1ccc2c(c1)CCCC2)C1CCCO1 (stereo not given)
-6 | CCc1ccc(Nc2nc3ccccc3nc2NS(=O)(=O)c2ccccc2)cc1
17 | CC(C)c1ccc(C2=C(C#N)C(=O)N=C(c3ccccc3O)C2)cc1
0 | O=C1CCCN1CC(=O)N1CCOC(CC(c2ccccc2)c2ccccc2)C1 (stereo not given)
5 | Cc1ccc2oc(=O)c(-c3nc(-c4cccs4)no3)cc2c1
2 | CN(Cc1ccccc1)C(=O)CCC1CCN(C(=O)c2cc(=O)c3ccccc3o2)CC1
3 | CC(C)(C)n1ncc(Oc2ccc(CO)cc2)c(Cl)c1=O
8 | CCOC(=O)CN(C)Cc1cc(OC)ccc1OCC(O)CN1CCC(O)CC1 (stereo not given)
-4 | CCOC(=O)c1sc2cccc(F)c2c1S(=O)(=O)N1CCN(c2cccc(Cl)c2)CC1
3 | CCc1ccc(OCCCn2c(-c3ccc(Cl)cc3)nc3ccccc3c2=O)cc1
6 | Cc1ccc(CN2C(=O)C3(c4ccccc42)N(c2cccc(C(F)(F)F)c2)C(=O)CS3(=O)=O)cc1 (stereo not given)
-4 | COc1cc2nc(NCC(C)c3ccccc3)n3nc(-c4ccccc4)nc3c2cc1OC (stereo not given)
-1 | CCC(C(=O)Nc1ccc(C)c(O)c1)c1ccccc1 (stereo not given)
-10 | COC(=O)c1ccc(C(=O)OC)c(NC(=O)c2ccc([N+](=O)[O-])cc2Cl)c1
4 | CN1C2=N/C(=C/c3ccc(Cl)cc3)C(=O)N2C(=O)c2ccccc21
-2 | Cc1c(C)n(CC(O)Cn2cnc(-c3ccccc3)c2-c2ccccc2)c2ccccc12 (stereo not given)
3 | CCOC(=O)c1cccc(NC(=O)c2ccccc2Br)c1
-9 | CCCN1CCC(NC(=O)c2ccccc2OCC)CC1
-8 | Cc1cc(Cl)ccc1OCc1cc(=O)n2c3c(sc2n1)CCCC3
4 | Cc1c(C)n(C)c2ccc(C(=O)NCc3cccc(F)c3)cc12

Continuation:
ROC1-CUL1 inh | canonical_smiles
5 | CCOC(=O)c1ccc(Oc2ncnc3sc4c(c23)CCCC4)cc1
7 | COc1ccc(NC(=O)CC2Nc3ccccc3NC2=O)cc1 (stereo not given)
13 | C=CCOc1ccccc1/C=C1\N=C(c2ccccc2F)OC1=O
-3 | C/C(=N\NC(=O)C1CC1)c1ccc(C)cc1C
5 | CCOc1ccc(C(=O)Nc2ccc3oc(-c4ccc(C)cc4C)nc3c2)cc1Br
5 | COc1ccc(-c2nn[nH]n2)cc1N
1 | Cc1cccn2c(=O)c3cc(C(=O)NCC(C)C)sc3nc12
-5 | O=C(Cn1c(=O)n(-c2ccccc2)c(=O)c2c3c(sc21)CCC3)c1ccc(Br)cc1
-13 | CC(=O)c1ccc(N2CCN(c3ccc4cc(S(=O)(=O)N5CCC(C)CC5)ccc4n3)CC2)cc1
4 | CCOC(=O)c1sc2nc(SC)nc(Nc3cccc(C(F)(F)F)c3)c2c1N
0 | CC(=O)N1CCC(N2CCCC(C(=O)NCCc3ccccc3)C2)CC1 (stereo not given)
6 | CC1=C(C#N)[C@@H]2[C@H](/C1=N/O)C2(C)C
-2 | COc1cc(NC(=O)N2CCc3ccccc3C2)cc(OC)c1
0 | O=C(Nc1ccccc1)c1ccc(C2CCCN2C(=O)Cn2cnnn2)s1 (stereo not given)
10 | COC1(OC)C2(Cl)C3C(O)C4C5C(O)C3C1(Cl)C5(Cl)C42Cl (stereo not given)
0 | CC(C)c1cc(C(=O)Nc2ccc3c(c2)OCCO3)cs1
-3 | Cc1ccccc1N1CCN(C(=O)c2ccccc2)CC1
-5 | C=CCNC(=O)CN(c1ccc(Oc2ccccc2)cc1)S(C)(=O)=O
5 | CSc1ccc(/C=N/Nc2nnnn2-c2ccccc2)cc1
9 | COC(=O)c1csc2snnc12
5 | Cc1ccc2c(c1)s/c(=N\N=C/c1cc([N+](=O)[O-])c(O)cc1O)n2Cc1ccccc1
2 | CCOC(=O)c1scc(-c2ccccc2)c1S(=O)(=O)N1CCN(c2ccc(Cl)cc2)CC1
-7 | COc1ccccc1CN1COc2ccc3c(C)cc(=O)oc3c2C1
3 | C=CCn1c(CNc2ccc(I)cc2)nnc1SCC(=O)N/N=C/c1ccc(O)c(OC)c1
-2 | CN1C(C(=O)c2ccccc2)C(=NC(=O)c2ccc(F)cc2)c2ccccc2S1(=O)=O (stereo not given)
-14 | O=C(O)c1ccccc1C(=O)c1ccc2c3c(cccc13)CC2
-5 | COc1cccc(C(=O)Oc2ccccc2OC)c1
-5 | OC(c1ccccc1)c1nc2ccccc2n1Cc1c(F)cccc1Cl (stereo not given)
15 | O=C(NN1C(=O)/C(=C/c2ccc(Cl)cc2)SC1=S)c1ccccc1Cl
7 | CC(NC(=O)c1ccc(F)cc1)c1nc2ccccc2[nH]1 (stereo not given)

7 compounds picked at random from the list so far:
ROC1-CUL1 inh | canonical_smiles
0 | O=C(Nc1ccccc1)c1ccc(C2CCCN2C(=O)Cn2cnnn2)s1 (stereo not given)
10 | COC1(OC)C2(Cl)C3C(O)C4C5C(O)C3C1(Cl)C5(Cl)C42Cl (stereo not given)
-3 | Cc1ccccc1N1CCN(C(=O)c2ccccc2)CC1
1 | Cc1cccn2c(=O)c3cc(C(=O)NCC(C)C)sc3nc12
-2 | CN1C(C(=O)c2ccccc2)C(=NC(=O)c2ccc(F)cc2)c2ccccc2S1(=O)=O (stereo not given)
7 | COc1ccc(NC(=O)CC2Nc3ccccc3NC2=O)cc1 (stereo not given)
-3 | C/C(=N\NC(=O)C1CC1)c1ccc(C)cc1C

Returning to the listing, starting two compounds before the break.
ROC1-CUL1 inh | canonical_smiles
15 | O=C(NN1C(=O)/C(=C/c2ccc(Cl)cc2)SC1=S)c1ccccc1Cl
7 | CC(NC(=O)c1ccc(F)cc1)c1nc2ccccc2[nH]1 (stereo not given)
3 | Cc1ccc2oc(=O)c(S(=O)(=O)c3ccc(F)cc3)cc2c1
-2 | COC(=O)C1=C(C(=O)OC)N(c2ccccc2)/C(=C2/C(=S)C(C)(C)Nc3ccccc32)S1
6 | O=c1cc(C2CCCNC2)nc(CSc2ccccc2)[nH]1 (stereo not given)
14 | COc1ccc(/C=C2/C(=O)N(c3ccccn3)N=C2C)c(OC)c1
1 | COC(=O)COc1cc(Br)c(/C=N\NC(=O)CN2CCOCC2)cc1OC
-5 | Fc1cccc(C2Nc3cccc4cccc(c34)N2)c1
1 | COc1nc(N(Cc2ccccc2)S(=O)(=O)c2ccc(C)cc2)nc(C)c1Cl
-11 | CCOc1ccc(NC(=O)Cn2cc(C(=O)c3ccc(F)cc3)c(=O)c3cc4c(cc32)OCO4)cc1
0 | CC(Sc1nc2ccccc2[nH]1)c1nc2ccccc2[nH]1 (stereo not given)
-3 | Cc1cccc(CSc2nc3c(sc4ccccc43)c(=O)n2CCC(=O)NC(C)C)c1
0 | O=C(Nc1ccc(C(F)(F)F)cn1)C1CC1(Cl)Cl (stereo not given)
-1 | COC(=O)c1ccc(C2C(C(=O)Nc3ccccc3)C(C)=Nc3nc4ccccc4n32)cc1 (stereo not given)
-6 | Nc1ccc2c(c1)CC(=O)c1ccccc1S2
6 | O=C(c1ccc(F)cc1)N1CCN(c2ccc(Cl)cc2[N+](=O)[O-])CC1
3 | COC(=O)CSc1cc(=O)oc2ccccc12
1 | CCCCNC(=O)NC1CCCc2nc(-c3ccccc3)ncc21 (stereo not given)
0 | CCN1CCN(c2ncc3c(n2)CCN(Cc2sccc2C)C3)CC1
1 | O=C(CN(c1ccc(Cl)c(C(F)(F)F)c1)S(=O)(=O)c1ccccc1)Nc1cccnc1
4 | Cc1cc(C(=O)NC(C)c2ccc(C(C)(C)C)cc2)no1 (stereo not given)
-1 | Cc1ccccc1NC(=O)Cn1c(=O)n(CCC(=O)N2CCc3ccccc3C2)c(=O)c2ccccc21
-6 | O=C(C(Cc1cn(-c2ccc([N+](=O)[O-])cc2)nn1)=Nc1ccccc1)c1ccccc1
-4 | COc1cccc2cc(C(=O)Oc3ccc(Oc4ncc(Cl)cc4Cl)cc3)c(=O)oc12
-3 | O=C1CC(=O)c2cc(Cl)ccc2O1
9 | O=C(COc1ccc(Br)cc1)NNC(=O)C1CCCCC1C(=O)O (stereo not given)
0 | Cc1ccc(NC(=O)CSc2nc3n[nH]c(C)c3c(=N)n2-c2ccccc2C)cc1C
0 | CC(=O)Nc1ccc(Br)cc1C(C)(C)C
6 | CC(=O)Nc1ccc(NC(C)=O)s1
9 | COC(=O)c1cc(N=NC2C(=O)N(CCO)C(=O)C(C#N)=C2C)cc(C(=O)OC)c1 (stereo not given)
-3 | O=C(NCCN1Cc2ccccc2OC(c2ccccc2)C1)C1=CCCCC1 (stereo not given)
-5 | Cc1ccc(NS(=O)(=O)Cc2ccccc2C)cc1

Compounds listed so far containing a COOH group:
ROC1-CUL1 inh | canonical_smiles
3 | CCN1CCN(C(=O)c2ccc(N)cc2C(=O)O)CC1
-7 | CCN1C(=O)N=C(Cc2ccc(OCc3cccc(C(=O)O)c3)c(Br)c2)C1=O
-14 | O=C(O)c1ccccc1C(=O)c1ccc2c3c(cccc13)CC2
9 | O=C(COc1ccc(Br)cc1)NNC(=O)C1CCCCC1C(=O)O (stereo not given)

Further entries.
ROC1-CUL1 inh | canonical_smiles
-5 | COc1ccc(CNC(=O)CCCN2C(=O)CSc3c2c(C)nn3-c2ccccc2)cc1
-1 | CN(C)c1ccc(CNCC2CCNCC2)cc1
9 | N#CCc1nc2ccccc2n1C(=O)CN1C(=O)c2ccccc2C1=O
-29 | CCOC(=O)C1=C(C)N=c2s/c(=C\c3cc(Cl)cc(Cl)c3O)c(=O)n2C1c1ccccc1Cl (stereo not given)
-14 | CCCCOCc1cc(CN2CCN(c3cccc(Cl)c3)CC2)c(O)c2ncccc12
-3 | Cc1cc(CNCC2(O)CCCN(CC(C)(C)C)C2=O)no1 (stereo not given)
-4 | COC(=O)c1ccccc1NC(=O)c1nc(-c2ccccc2)n(-c2ccccc2)n1
-6 | C=CCc1cc(/C=C2\C(=O)NC(=S)N(C)C2=O)cc(OCC)c1OCC(=O)O
-4 | Cn1c2c(c(=O)n(C)c1=O)C(c1cccc(Cl)c1)C(C#N)C(=N)O2 (stereo not given)
13 | COC(=O)c1ccccc1NC(NC(=O)c1ccccc1C)C(Cl)(Cl)Cl (stereo not given)
0 | CCc1ncc(CNC2CC(C)(C)Cc3nc(N4CCOCC4)ncc32)cn1 (stereo not given)
0 | NCc1ccsc1-c1ccccc1
4 | COCCNC(=O)N1CCN(Cc2ccccc2)CC1
